STK33 kinase inh = inhibitors of human STK33 kinase. purified STK33, MBP phosphorylation, ADP-Glo luminescence. inhibition, % at 10 µM. Q9BYT3. actives 0.073% (n = 320,000);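 active means inhibition at or above 25%, using the most active replicate where run in duplicate; inactive means inhibition below 25%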
Target sequence (Q9BYT3 whole entry, looked up): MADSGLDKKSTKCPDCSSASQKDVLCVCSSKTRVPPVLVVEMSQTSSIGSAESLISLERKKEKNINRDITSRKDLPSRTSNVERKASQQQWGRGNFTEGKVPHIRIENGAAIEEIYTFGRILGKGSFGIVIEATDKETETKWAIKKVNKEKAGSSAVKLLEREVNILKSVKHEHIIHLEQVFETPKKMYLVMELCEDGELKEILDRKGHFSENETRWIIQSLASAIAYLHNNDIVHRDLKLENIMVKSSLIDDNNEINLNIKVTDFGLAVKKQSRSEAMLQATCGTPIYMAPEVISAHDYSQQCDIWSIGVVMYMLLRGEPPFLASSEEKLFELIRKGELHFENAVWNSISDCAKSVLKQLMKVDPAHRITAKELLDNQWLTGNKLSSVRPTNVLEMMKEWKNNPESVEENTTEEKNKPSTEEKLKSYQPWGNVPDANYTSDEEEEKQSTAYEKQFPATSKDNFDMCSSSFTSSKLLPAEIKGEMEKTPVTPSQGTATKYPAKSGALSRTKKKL
Kir21 inh = blocks the mouse Kir2.1 inward-rectifier potassium channel; AID 1672; HEK293-Kir2.1, FluxOR thallium flux fluorescence; stronger effect = lower value; B-score at 10 µM; actives 0.85% (n = 310,000);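 active means fluorescence ratio B-score at or below minus 3 SD of library scores, with starting-brightness B-score within 2 SD, cut at about -4.2 in these data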;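 further: channel flux triggered by added potassium and thallium sulfate stimulus; B-score of peak minus minimum fluorescence over baseline after thallium stimulus; more negative B-score means stronger Kir2.1 block with less thallium influx; some compounds called inactive have numbers as strong as hits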
Target sequence (P35561 whole entry, looked up): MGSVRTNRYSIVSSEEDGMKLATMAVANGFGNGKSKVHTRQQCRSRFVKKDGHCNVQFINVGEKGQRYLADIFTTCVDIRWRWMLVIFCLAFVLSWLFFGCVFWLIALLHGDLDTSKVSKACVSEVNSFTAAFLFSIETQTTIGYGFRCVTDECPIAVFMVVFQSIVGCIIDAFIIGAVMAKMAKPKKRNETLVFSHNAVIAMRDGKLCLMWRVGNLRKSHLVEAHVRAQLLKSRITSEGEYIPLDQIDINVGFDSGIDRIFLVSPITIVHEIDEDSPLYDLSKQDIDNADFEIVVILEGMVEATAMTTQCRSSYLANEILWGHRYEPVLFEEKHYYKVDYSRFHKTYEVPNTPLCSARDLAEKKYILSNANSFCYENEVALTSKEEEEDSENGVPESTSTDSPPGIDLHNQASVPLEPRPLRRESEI
An asterisk follows results filed as active; nt = no result given. Hits appear at their usual frequency; 0.84% or so of the library scored in one or more.

Kir21 inh	STK33 kinase inh	Structure
0.37	-1.9	CCOC(=O)c1nn(-c2ccccc2)c(C)c1C(C)=O
1.7	-0.4	CC1=CS(=O)(=O)CC1Sc1nc(C)n[nH]1 (stereo not given)
1.3	-1.5	CC(C)C(=O)Nc1nnc(S(=O)(=O)N2c3ccccc3CC2C)s1 (stereo not given)
-0.25	0.1	Nc1cc(-c2nc3ncccc3o2)ccc1Cl
1.6	-0.8	CC(C)(C)c1ccc(C2CC2C(=O)N/N=C\c2cc3ccccc3nc2Cl)cc1 (stereo not given)
0.72	-1.4	CCCCc1nc2sc3c(c2c(=O)[nH]1)CC(C)(C)OC3
0.01	-0.3	COC(=O)/C=C1/SC(=Nc2ccc(C)cc2C)NC1=O
-0.08	-0.4	COc1cc(-c2nn3c(COc4ccccc4)nnc3s2)cc(OC)c1OC
0.7	-1.4	O=C(NCC1CCCO1)C1c2ccccc2C(=O)N1Cc1ccc2c(c1)OCO2 (stereo not given)
-0.05	-1.7	N#CC(C#N)=Cc1c[nH]c(=O)c(C#N)c1Nc1ccccc1
1.6	-0.8	Cc1cccc(CN2CCN(Cc3ccc(-n4cccn4)cc3)CC2CCO)n1 (stereo not given)
0.02	1.6	CCCS(=O)(=O)c1c(S(=O)(=O)CCC)c2c3ccccc3ccn2c1C(N)=O
-0.08	-1.8	COc1ccc(-c2csc3ncnc(N4CCN(S(=O)(=O)c5ccc(C(C)=O)cc5)CC4)c23)cc1
-0.55	7.2	Cc1ccc(CN2CCC(C(=O)NCCC(C)C)CC2)o1
0.09	0.4	Cc1nn(-c2ccccc2)c(N2CCCC2)c1/C=N/NC(=S)Nc1ccccc1C(F)(F)F
0.9	-1.4	Cc1cc(=O)[nH]c(SCC(=O)Nc2ccc(C)c(S(=O)(=O)N3CCCCC3)c2)n1
0.15	-1.1	COc1cccc(C2=CC(=O)CCC2)c1
-1.4	-0.5	O=C(Nc1cccc2ccccc12)C(=O)C1C(=O)Nc2ccccc21 (stereo not given)
nt	0.2	Cc1ccc(C2C3=C(Nc4[nH]n(-c5ccccc5)c(=O)c42)c2ccccc2C3=O)cc1 (stereo not given)
-0.98	0.3	CCC(C)C(=O)NCCc1ccc(S(N)(=O)=O)cc1 (stereo not given)
nt	0.8	Oc1cc(Nc2cccnc2)cc2cccnc12
-0.15	-2.1	CC1CC(=O)Nc2cc([N+](=O)[O-])ccc2N1 (stereo not given)
0.2	0.5	COc1ccc(S(=O)(=O)N2CCC[C@H]2C(=O)NCc2ccc(Cl)cc2)cc1
-1.3	-0.7	COc1ccc(N2CCN(CC(O)COC(c3ccccc3)c3ccccc3)CC2)cc1 (stereo not given)
0.96	nt	CCOc1ccc(S(=O)(=O)N(CC(=O)NC2CCCCC2C)Cc2ccco2)cc1 (stereo not given)
-0.73	-0.5	COc1ccc(-c2cn3ccc4ccccc4c3n2)cc1
0.18	-0.5	COC(=O)c1c(NC(=O)CCCC(=O)O)sc2c1CCC2
-0.48	0.7	CN(C)/C=C1\N=C(c2cccnc2Oc2ccc(Cl)cc2)OC1=O
-0.25	-1.5	O=S1(=O)C=C(Sc2nc3cc(Cl)ccc3o2)c2ccccc21
0.44	-1.8	Clc1ccc(/C=C/c2nc(Cl)c(-c3ccc(Cl)cc3)c(Cl)n2)cc1

Record cards (already shown). Screens in order: Kir21 inh, STK33 kinase inh
O=C(Nc1cccc2ccccc12)C(=O)C1C(=O)Nc2ccccc21 (stereo not given) as listed: -1.4, -0.5
CC(C)C(=O)Nc1nnc(S(=O)(=O)N2c3ccccc3CC2C)s1 (stereo not given) as listed: 1.3, -1.5

New compounds follow
Kir21 inh	STK33 kinase inh	Structure
-0.36	-1.0	CC(=O)Nc1nc2ccc(C(=O)NCCOC(=O)C3CCCCC3)cc2s1
-1.2	-1.2	CCOc1ccc(-n2cc(C(=O)Nc3cccc(Cl)c3)c3cc(OC)c(OC)cc3c2=O)cc1
-2.2	-0.5	CC1CN(C(=O)CSc2nc(-c3ccccc3)cs2)CC(C)O1 (stereo not given)
0	0.1	COc1ccc(CNS(=O)(=O)NCc2ccc(OC)c(OC)c2)cc1OC
-1.1	-1.7	Cc1ccnc(NC(=O)c2cccc(NC(=O)Cc3ccccc3)c2)c1
1.2	-2.6	Cc1ccc(Oc2ccc(OCC(=O)NC(C)C(=O)O)cc2)cc1 (stereo not given)
-1.7	-0.2	CC(C)CN(C(=O)COC(=O)CCCc1c[nH]c2ccccc12)c1c(N)n(Cc2ccccc2)c(=O)[nH]c1=O
-0.42	-0.6	Cn1cccc1CC(=O)NNC(=S)NC(=O)c1ccccc1Br
-1.2	0.9	Cn1c(Cn2c(=O)sc3ccccc32)nnc1SCc1ccc(F)cc1
0.99	1.1	COc1ccc(Cl)cc1S(=O)(=O)N1CCN(CC(=O)C(C)(C)C)CC1

Reprinted at random: three entries already listed.
Kir21 inh	STK33 kinase inh	Structure
0.15	-1.1	COc1cccc(C2=CC(=O)CCC2)c1
-0.48	0.7	CN(C)/C=C1\N=C(c2cccnc2Oc2ccc(Cl)cc2)OC1=O
1.2	-2.6	Cc1ccc(Oc2ccc(OCC(=O)NC(C)C(=O)O)cc2)cc1 (stereo not given)

Further structures follow.
Kir21 inh	STK33 kinase inh	Structure
-0.83	-1.1	C/C(=N\NC(=O)c1ccc(Cn2cc(Br)cn2)o1)c1cccc(NC(=O)C(C)(C)C)c1
-0.33	0.4	C=CCNc1cccc(Br)c1
0.29	-0.6	Cc1ccc(C(=O)CN(C(=O)c2ccc(Cl)cc2)N2C(=O)CCC2=O)cc1
1.1	-0.9	Cc1ccc(CNS(=O)(=O)c2ccc3c(c2)n(C)c(=O)c(=O)n3C)cc1
0.39	-0.8	O=C(C1CCN(S(=O)(=O)c2c(Cl)cccc2Cl)CC1)N1CCCCCCC1
-0.1	-0.4	COc1ccc(-c2nn(-c3ccccc3)cc2C(=O)N2CCOCC2)cc1
1.5	0.3	CCC1Oc2ccccc2N(CC(=O)NCCN2C(C)CCCC2C)C1=O (stereo not given)
1.1	-1.5	C=CCn1c(SCC(=O)c2cccs2)nc2sc(C)c(C)c2c1=O
0.01	-1.0	COc1cc(C(=O)Nc2ccc(-c3nc4cc(C)ccc4o3)c(O)c2)cc(OC)c1OC
-0.85	0.4	O=C(NCC(=O)N1CCN(C(c2ccccc2)c2ccccc2)CC1)c1ccc(Br)o1
0.27	-1.4	CC(C)(C)OC(=O)N/N=C\c1ccc[nH]1
1.3	-0.1	COc1ccc(C(=O)CSc2nnc(CNC(=O)c3ccc(OC)c(OC)c3)n2C)cc1
1.5	-2.1	Nc1c(C(=O)Nc2ccc(F)cc2)nnn1-c1cccc(C(F)(F)F)c1
1.5	-1.2	O=C(Nc1c(F)cc(F)cc1Br)c1cccnc1
0.01	-0.5	O=C(NNC(=S)NC(=O)c1ccc(Br)cc1)c1cccc([N+](=O)[O-])c1
-0.32	-0.3	Nc1ccc(C(=O)N2CCN(S(=O)(=O)/C=C/c3ccccc3)CC2)cc1[N+](=O)[O-]
-2	2.0	CCOC(=O)/C(C#N)=C/c1cn(CCC(=O)O)nc1-c1ccccc1
-0.63	-2.4	COc1ccc(N2C(=O)C3CCCN3C2c2cccc(OC)c2OC)cc1 (stereo not given)
-0.01	-1.7	CCN(CC)S(=O)(=O)c1ccc(OC)c(N)c1
nt	-2.0	CC(C)(Oc1ccc(F)cc1)C(=O)OCC(=O)c1ccc(S(C)(=O)=O)cc1
0.14	-6.7	CN(C)S(=O)(=O)c1cccc(COC(=O)c2cnccn2)c1
-0.6	-0.2	Cc1cc2c(C)cc(=O)[nH]c2cc1NC(=O)CCl
0.13	-1.2	CCC(C)NC(=O)c1ccccc1C(=O)NC(C)CC (stereo not given)
-0.13	-0.7	Cc1ccc(/C=N/NC(=O)c2ccc(NC(=O)c3ccccc3Cl)cc2)o1
0.05	1.0	COc1cc(S(=O)(=O)N2CCC(O)(c3cccc(C(F)(F)F)c3)CC2)ccc1-n1cnnn1
nt	-1.7	COc1ccc(Oc2coc3cc(OC(=O)c4cncc(Br)c4)ccc3c2=O)cc1
0.52	0.4	COc1ccc(C(=O)Nc2nc(N)n(-c3ccccc3)n2)cc1
nt	-1.4	O=C(COC(=O)[C@@H]1CCCN1C(=O)c1cccs1)Nc1ccc(Br)cc1
0.06	0.3	COc1ccc(Cc2nnc(SCC(=O)Nc3ncc(C)s3)o2)cc1
-0.59	-2.3	CCNc1sc(C(=O)c2cccs2)c(N)c1-c1nc2ccccc2s1
0.27	1.7	O=c1[nH]c(C2CCN(S(=O)(=O)c3ccc(C(F)(F)F)cc3)CC2)nc2c1nnn2Cc1cccc(F)c1
0.05	-0.8	Cc1ccc(NC(=O)CSc2nc(C)c(Cc3ccccc3)c(=O)[nH]2)cc1C
0	-2.7	Cn1ncc2c(Nc3ccc(-c4ccccc4)cc3)ncnc21
-0.17	2.3	C=CCNS(=O)(=O)c1cc(S(=O)(=O)NCC=C)c(OC)cc1OC
-0.41	-0.8	O=C1c2ccccc2C(=O)C12OC(c1ccccc1)C1(C(=O)c3ccccc3C1=O)C2c1ccc([N+](=O)[O-])cc1 (stereo not given)
-1.2	-0.1	O=C(Nc1ccc(F)cc1)c1cccc(C(=O)Nc2ccc(F)cc2)c1
-2.2	-0.8	COc1ccc(NC(=O)c2cccc3cccnc23)cc1S(N)(=O)=O
-0.49	-0.8	O=C(c1ccc(F)cc1)N1CCN(c2cc(N3CCCCC3)c(F)cc2[N+](=O)[O-])CC1
-0.1	-1.2	CCOC(=O)N1CCC(NC(=O)CCC(=O)N2CCOc3ccc(C)cc32)CC1
-0.32	-1.1	C=C1C(C(=O)Nc2ccccc2)C1C(=O)Nc1ccccc1 (stereo not given)
-0.93	-2.4	C=C1CCC[C@]2(C)C[C@H]3OC(=O)C(CNCCN(CC)CC)[C@H]3CC12 (stereo not given in full)
-1.6	-0.5	CCOC(=O)C(=NCC1CCCO1)NNc1ccccc1Cl (stereo not given)
-0.12	-0.3	COC(=O)c1ccc(CN(C)S(=O)(=O)c2cccs2)cc1
-0.34	-0.9	CC(CCc1ccccc1)NC(=S)NC1CCCCC1 (stereo not given)
0.36	8.2	COc1ccc(/C=C2\CCc3ccccc3C2=O)cc1O
0.22	0.0	N/C(=N\OC(=O)CCn1cccc(C(F)(F)F)c1=O)c1ccc(OC(F)(F)F)cc1
0.98	-0.3	CCN(CC)C1=C(Cl)C(=O)C(Cl)C12OCCO2 (stereo not given)
1.2	-1.1	O=C1NC(c2ccc(Cl)cc2)Nc2ccccc21 (stereo not given)
-3.3	-0.8	CC(Oc1ccc(F)cc1)C(=O)Nc1ccccc1N1CCCCC1 (stereo not given)
nt	-2.2	O=C(COc1ccccc1Cl)Nc1cccc(S(=O)(=O)N2CCCC2)c1

Going on with the list:
Kir21 inh	STK33 kinase inh	Structure
0.72	6.8	O=[N+]([O-])c1cc(F)c2cccnc2c1O
0.05	-1.7	O=C(c1cc(COc2c(F)cccc2F)on1)N1CCC(c2ccccc2F)C1 (stereo not given)
-0.66	1.6	O=C(c1ccc(COCC(F)(F)F)cc1)N1CCN(c2ccccn2)CC1
1.5	-1.7	CCC1(C)CC(CC(=O)O)(c2ccccc2OC)CCO1 (stereo not given)
-2.6	0.1	COC(=O)c1ccncc1C(=O)Nc1ccc(Oc2ncc(C(F)(F)F)cc2Cl)cc1
0.2	0.0	O=C(NCC1CCCO1)c1ccc2c(=O)n(-c3ccc(F)cc3)c(=S)[nH]c2c1 (stereo not given)
0.7	-1.0	CC(NC(=O)C(NC(=O)C1CCCN1C(=O)OC(C)(C)C)C(C)C)C(N)=O (stereo not given)
-0.9	-1.2	Cc1ccccc1NC(=O)Nc1ccc2c(c1)OCO2
1.1	-2.0	CCCC(=O)N(Cc1cc(=O)[nH]c2ccccc12)c1ccc(C)cc1C
0	-0.4	COCc1ccc(C(=O)NC(C)c2cnn(-c3ccccc3C)c2C)o1 (stereo not given)

Compounds shown so far that have a thiophene ring, fused or not (7):
Kir21 inh	STK33 kinase inh	Structure
0.72	-1.4	CCCCc1nc2sc3c(c2c(=O)[nH]1)CC(C)(C)OC3
-0.08	-1.8	COc1ccc(-c2csc3ncnc(N4CCN(S(=O)(=O)c5ccc(C(C)=O)cc5)CC4)c23)cc1
0.18	-0.5	COC(=O)c1c(NC(=O)CCCC(=O)O)sc2c1CCC2
1.1	-1.5	C=CCn1c(SCC(=O)c2cccs2)nc2sc(C)c(C)c2c1=O
nt	-1.4	O=C(COC(=O)[C@@H]1CCCN1C(=O)c1cccs1)Nc1ccc(Br)cc1
-0.59	-2.3	CCNc1sc(C(=O)c2cccs2)c(N)c1-c1nc2ccccc2s1
-0.12	-0.3	COC(=O)c1ccc(CN(C)S(=O)(=O)c2cccs2)cc1

Continuation:
Kir21 inh	STK33 kinase inh	Structure
-0.58	-0.6	COc1cc(C)c(S(=O)(=O)NCc2cccnc2)cc1C
1.6	-2.9	Cc1ccc(-c2nc(N3CCOCC3)sc2C(=O)N2CCOCC2)cc1
-5.6*	5.3	CCOc1cc(CNCc2cccs2)cc(Br)c1OCC
-0.03	-1.0	CC(C)(C)c1ccc(C(=O)N2CCN(C(=O)C3CCCCC3)CC2)cc1
nt	3.2	O=C(Nc1cccc(S(=O)(=O)NC2=NCCC2)c1)c1cn(-c2ccccc2)nc1-c1ccc(F)cc1
0.5	-1.2	O=C(NC1CCOCC1)C1CCC(=O)N(CCc2cccc(F)c2)C1 (stereo not given)
1.2	-1.4	Cc1cc(O)c(-c2cc(C(=O)Nc3ccc(S(=O)(=O)N4CCOCC4)cc3)[nH]n2)cc1C
